Compound activity (PubChem)
hcGAS inh – human cGAS inhibition. Q8N884. recombinant h-cGAS, ATP depletion, Kinase-Glo luminescence. inhibition, % at 12.5 µM. 290,000 tested, 0.081% active;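 note: 0% = vehicle reaction and 100% = reaction without DNA for no activity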
Target sequence (Q8N884 whole entry, looked up): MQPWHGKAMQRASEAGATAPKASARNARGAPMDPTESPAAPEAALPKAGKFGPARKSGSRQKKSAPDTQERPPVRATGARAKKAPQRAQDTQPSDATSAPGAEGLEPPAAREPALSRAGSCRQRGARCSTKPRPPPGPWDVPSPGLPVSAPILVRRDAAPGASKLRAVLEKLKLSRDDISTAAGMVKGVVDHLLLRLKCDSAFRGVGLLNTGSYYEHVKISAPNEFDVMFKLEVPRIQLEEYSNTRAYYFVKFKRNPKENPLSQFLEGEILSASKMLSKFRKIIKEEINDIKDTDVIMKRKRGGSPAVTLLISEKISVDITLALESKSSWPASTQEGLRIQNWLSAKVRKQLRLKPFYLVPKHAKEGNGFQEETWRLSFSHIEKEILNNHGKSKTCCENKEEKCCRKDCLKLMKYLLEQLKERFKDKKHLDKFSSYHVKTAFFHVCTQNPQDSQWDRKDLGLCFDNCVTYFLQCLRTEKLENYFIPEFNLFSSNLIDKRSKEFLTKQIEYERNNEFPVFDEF
mcGAS lum – inhibitors of mouse cGAS | recombinant cGAS, Kinase-Glo ATP depletion luminescence | inhibition, % at 12.5 µM | 160,000 tested, 0.15% active;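 note: 0% = negative control wells and 100% = reference inhibitor with no enzyme activity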
NPYLR7 ag – mosquito NPYLR7 agonism. AID 1259423. HEK293T NPYLR7/Galpha15, GCaMP6s calcium fluorescence. 270,000 tested, 0.15% active. activation, % at 10 µM; in the data active = activation above about 40%;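 note: 0% = vehicle and 100% = reference agonist at the receptor; some compounds past the cut are filed as inactive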
Numbers without * were called inactive; / = no result given; & = joins results of further samples. Cut-off read from the data, not from the text of the source, unless noted: active = inhibition above about 40%; inactive = the rest. An unsorted share of the library. About 0.27% of those tested had a hit in this group.

smiles	mcGAS lum	hcGAS inh	NPYLR7 ag
CNC(=O)c1ccc(OC)c(NC(=O)NCc2cc(F)ccc2F)c1	-11	-7	9
COc1ccc(C2=N/C(=C\C(Cl)=C\c3ccccc3)C(=O)O2)c(Br)c1	-3	-1	-5
Cc1ccccc1OC1CN(C(=O)CSc2ncccn2)C1	/	-1	-7
Cc1cc(OCC2c3ccsc3CCN2C(=O)CN(C(=O)c2ccco2)C2CC2)ccc1Cl (centres undefined)	-6	-7	12
Cc1cccc(OCc2nc(CN(C(=O)NC(C)(C)C)C3CC3)cs2)c1	-3	-4	9
CCOC(=O)c1c(NC2=NS(=O)(=O)c3ccccc32)sc2c1CCC(C)C2 (centres undefined)	/	-5	2
Cc1ccc(CNC(C)C)c(C)c1	/	-6	27
CCC(=O)Nc1ccc(SCC(=O)Nc2ccc(C)c(F)c2)nn1	/	3	-2
Cc1c(C(=O)OCC2=NC3SC4=C(CCCC4)C3C(=O)N2)oc2ccccc12 (centres undefined)	-5	-6	21
CC(=O)Oc1ccc(CN2C(=O)C(CCc3ccccc3)ON=C2c2cnccn2)cc1 (centres undefined)	/	-10	10

The results go on:
smiles	mcGAS lum	hcGAS inh	NPYLR7 ag
COc1cccc(C=NNC(=O)c2cc(-c3ccc(Cl)s3)[nH]n2)c1	-1	-8	0
O=C(c1ccc2c(c1)OCCO2)N(Cc1ccncc1)c1nc2c(F)cccc2s1	-5	-5	-3
Cn1c(=O)[nH]c(=O)c2c1nc(N1CCN(CCO)CC1)n2Cc1ccccc1F	/	10	0
N#Cc1cc2c(nc1SCC(=O)N1CCOCC1)CCC2	/	-3	-2
CCOC(=O)c1nc2cc(C)c(C)cc2nc1N1CCN(C(=O)CCSC)CC1	-6	-6	2
CCC(C1=NN2C(=N)/C(=C\c3ccc(C)o3)C(=O)N=C2S1)c1ccccc1 (centres undefined)	/	1	-2
CCN(CC(O)COCC(C)C)CC1CC(c2ccc(OC)cc2)=NO1 (centres undefined)	0	-2	-4
Cc1ccc(CN(Cc2ccc(F)cc2)C(=O)c2ccco2)o1	-5	-6	-9
CCOc1ccc(Cc2c(O)nc[nH]c2=O)cc1	-9	-11	1
Cc1ccc(-c2ccc(=O)n(CCCC(=O)N3c4ccccc4CC3C)n2)cc1 (centres undefined)	0	3	-8

The results go on:
smiles	mcGAS lum	hcGAS inh	NPYLR7 ag
CC(NCCC1(C(C)C)CCOC(C)(C)C1)c1cccs1 (centres undefined)	-6	-10	/
O=C(Nc1ccc(Oc2ccccc2)nc1)C1CCN(C(=O)[C@@H]2C[C@@H]3C=C[C@H]2C3)CC1	/	-8&-7	1&0
COCCN1CC(C(=O)NCc2csc(-c3ccccc3)n2)CCC1=O (centres undefined)	0	0	-1
CCOCCCN(CC(=O)N(Cc1cccn1Cc1ccccc1Cl)CC(C)C)S(=O)(=O)c1ccc(Cl)cc1	-5	-5	15
NC(=O)C(NC(=O)C1Cc2ccccc2S1)c1ccccc1F (centres undefined)	/	-11	-2
COCCN(Cc1nc2scc(-c3ccccc3F)c2c(=O)[nH]1)CC(O)COCC(C)C (centres undefined)	-3	-3	10
O=C1CCN(C2CCCCC2)CCOCCN1	-5	-12	/
O=c1[nH]c(-c2ccc(S(=O)(=O)NC3CC3)cc2)nc2ccc(F)cc12	-2	1	-5
COC(=O)CCCC(=O)N1[C@@H]2CC[C@H]1CNC(=O)C2	-10	-5	10
CCN1CCN(C(=O)NC(c2ncc(C)s2)C2CC2)CC1 (centres undefined)	/	0	5

Next structures follow:
smiles	mcGAS lum	hcGAS inh	NPYLR7 ag
OCC(NCc1ccccc1)C1CC1 (centres undefined)	-16	-8	-3
CN(CC(=O)Nc1cccc(F)c1)C(=O)C1=Cc2ccccc2OC1	/	-7	7
C=CCN1CCN(c2nc3c(c(=O)[nH]c(=O)n3C)n2Cc2ccc(Cl)cc2)CC1	-5	-5	0
CCN(C(C)=O)c1nc(/C=C2/CCc3cc(OC(C)(C)C(=O)O)ccc3C2=O)cs1	-11	-7	0
COCCN1Cc2sccc2N([C@@H]2CCC[C@H]2O)CCC1=O	-9	1	24
CC(C)(C)C(=O)N1CC(=O)N(Cc2ccco2)CC(O)C1 (centres undefined)	-5	1	5
CC(O)CN(Cc1ccc2c(c1)OCO2)Cc1ccccc1F (centres undefined)	-9	-8	-2
COCc1cc(C)nc(OCC(=O)N/N=C\c2ccco2)c1C#N	-6	-3	-14
O=C1c2ccccc2C(=O)N1c1ccccc1S(=O)C(F)(F)C(F)(F)C(F)(F)F (centres undefined)	1	3	7
O=C(CN1CCN(C(=O)C2CC2)CC1)Nc1ccc(Cl)cc1	/	-8	1

(list continues)
smiles	mcGAS lum	hcGAS inh	NPYLR7 ag
NC(=O)c1ccc(CSCc2cccc(F)c2)cc1	/	-4	-1
CCCCN(C=O)c1c(CC)nc2ccc(C(=O)Nc3ccc(C(N)=O)cc3)cn12	-2	-5	7
CCN(CC)C(=O)Oc1ccc2c(ccn2Cc2cccc(Oc3ccccc3)c2)c1-c1ccc(C#N)cc1	-8	-6	13
O=C(CSc1ccc(-c2ccc(-n3cccn3)cc2)nn1)c1ccccc1	-7	-10	-7
COc1ccc(-c2csc(-n3[nH]c(C)c(N=Nc4nccs4)c3=O)n2)cc1	-4	-21	-4
CN(C)CCCn1c2c(c(SCC(=O)Nc3cccc4ccccc34)nc1=O)CCCC2	-7	-4	-1
O=C(NN=Cc1ccccc1Cl)c1nc2ccccc2c(=O)[nH]1	-7	-4	-6
N#Cc1cccc(OCc2noc(-c3ccsc3)n2)c1	-6	-11	20
CC(C)Nc1nc2nonc2nc1NCc1ccccc1	/	-4	12
COc1cc(NC(=O)c2ccc(OC)c([N+](=O)[O-])c2)c(OC)cc1Cl	-4	0	-1

Continued, starting with the last 3 of the part before.
smiles	mcGAS lum	hcGAS inh	NPYLR7 ag
N#Cc1cccc(OCc2noc(-c3ccsc3)n2)c1	-6	-11	20
CC(C)Nc1nc2nonc2nc1NCc1ccccc1	/	-4	12
COc1cc(NC(=O)c2ccc(OC)c([N+](=O)[O-])c2)c(OC)cc1Cl	-4	0	-1
Cc1cccc(NC(=O)Cn2c(=O)[nH]c(=O)c3ccccc32)n1	-2	2	2
Cc1cccn2c(=O)c(C=Nc3ccc(Cl)cc3)c(NCc3ccccc3)nc12	/	-12	0
CCc1cc(=O)[nH]c(-n2nc(C)cc2NC(=O)c2cccc([N+](=O)[O-])c2)n1	-1	-4	-7
CNC(=O)c1ccc(Cn2cnc3nc(SC)sc3c2=O)cc1	/	-6	5
CC(=O)Nc1ccc(CN2C(=O)C(C)ON=C2c2ccc(N(C)C)cc2)cc1 (centres undefined)	/	6	-1
Cc1ccc(NS(=O)(=O)c2cccc(C(=O)Nc3cc(C)on3)c2)cc1	-4	-3	0
Cc1cc(C(=O)Cn2cnc3ccccc3c2=O)c(C)n1-c1ccc(OC(F)F)cc1	-9	-8	9
CC(=O)N1N=C(c2ccccc2Cl)OC1C(=O)NCCc1c(C)[nH]c2ccccc12 (centres undefined)	/	-8	16
N#Cc1c(SCC(=O)NCc2ccccc2)sc2c(=O)[nH]c(=O)[nH]c12	/	-3	7
Cc1ccccc1CN1c2ccccc2C[C@H]1C(N)=O	/	-10	7

New compounds follow.
smiles	mcGAS lum	hcGAS inh	NPYLR7 ag
CN(Cc1ccccc1)C(=O)[C@@H]1Cc2nc[nH]c2CN1C(=O)CC(C)(C)CC(=O)O	-10	-4	-8
COc1ccc(C(O)=C2C(=O)C(=O)N(c3ccccn3)C2c2ccc(OC)c(OC)c2)cc1 (centres undefined)	-9	-7	9
C/C(=N\N1CCOCC1)c1c(C)nc(-c2ccco2)[nH]c1=O	/	6	7
Cc1ccc(C(=O)N2C(C(=O)NCc3cccnc3)COC23CCN(C(=O)c2cccs2)CC3)cc1 (centres undefined)	-4	-5	2
CC(C)Oc1ccc2ccccc2c1C=O	-4	-3	3
COc1cc(/C=C(\C#N)c2nn(-c3ccccc3)c(N)c2C#N)cc(Br)c1OCC#N	/	-6	-2
CCOC(=O)C1=C(C)N=c2s/c(=C/c3ccc(OC(C)=O)cc3)c(=O)n2C1c1ccccc1F (centres undefined)	3	4	-9
CC(C)(CNc1nnnn1-c1ccccc1)N1CCOCC1	-6	-14	5
CN(Cc1noc2c1CCCC2)C(=O)CN1CC2(CCNCC2)OC1=O	-6	-16	/
Cc1cc(Cl)ccc1N1C(=O)/C(=C\c2cccc(C#N)c2)N(C)C1=S	-2	-4	22

As entered above:
hcGAS inh with Cc1cc(Cl)ccc1N1C(=O)/C(=C\c2cccc(C#N)c2)N(C)C1=S is entered as -4
hcGAS inh with CCOC(=O)C1=C(C)N=c2s/c(=C/c3ccc(OC(C)=O)cc3)c(=O)n2C1c1ccccc1F (centres undefined) is entered as 4

Next results:
smiles	mcGAS lum	hcGAS inh	NPYLR7 ag
Cc1cccc(OCCNC(=O)CN2C(=O)NC3(CCCC3)C2=O)c1	/	-6	-11
C[N+](C)(C)CCCCCNCC12CC3CC(CC(C3)C1)C2	/	-5	6
CCOC(=O)C1(Cc2ccccc2)CCN(Cc2nc(C(C)C)cs2)CC1	-11	-10	5
COc1ccc(NC(=O)Cn2ncn3nc(-c4ccc(C)cc4)cc3c2=O)cc1OC	-1	-3	-9
CC(C)c1cncnc1N1CC(c2cccnc2)C1	/	-9	10
C=C(C)CN(C)Cc1ccc(C(=O)Nc2ccc3c(c2)OCO3)cc1	/	-2	7
O=C(c1cc2ncccn2n1)N1CC[C@@H](c2ccc3c(c2)OCO3)[C@H](O)C1	-16	-4	4
COc1cccc(-c2ccccc2NC(=O)C2CCN(Cc3cccc(C)n3)CC2)c1	/	-3&-9	4&9
CCOc1ccccc1N1CCN(C(=O)c2cccc(CSc3nc(Cl)cc(N(C)Cc4ccccc4)n3)c2)CC1	-5	-2	0
Cc1nc2c(C)cccn2c(=O)c1NC(=O)Nc1ccc(Cl)cc1Cl	-5	0	5

(further entries)
smiles	mcGAS lum	hcGAS inh	NPYLR7 ag
Cc1nc2c(C)cccc2cc1C(=O)N1CCC2(CCNC(=O)CC2)CC1	-17	-2	2
CCCN(Cc1csc(COc2ccc(OC)cc2)n1)C(=O)C1CCCC1	-4	0	33
CC(C)OC(=O)c1c2c(n3ccccc13)C(=O)c1ccccc1C2=O	-4	-1	-6
Cc1noc(-c2cccc(C(F)(F)F)c2)c1C(=O)NCCc1ccc(F)cc1	-6	-11	3
COC(=O)C1=C(C)NC2=C(C(=O)CCC2)C1c1ccccc1OCc1ccccc1 (centres undefined)	-5	-1	-4
O=C(c1cn(Cc2ccccc2Cl)nn1)N1CCC(Cc2ccccc2F)CC1	-11	-6	10
CN(Cc1ccccc1)C(=O)c1nc2ccccn2c1CNCc1n[nH]c2c1CCC2	-7	-7	6
C=CCN(Cc1nccn1Cc1ccccc1)C(=O)C1CCCC1	-3	2	4
COC(=O)c1ccc2c(c1)nc(N1C[C@H]3C[C@H](C1)[C@@H]1CCCC(=O)N1C3)n2C	/	-2	4
Cc1cnc(-n2cnnc2)c(-c2cc(O)cc(CCC3CCCCN3)c2)c1 (centres undefined)	/	-4	6

Continued.
smiles	mcGAS lum	hcGAS inh	NPYLR7 ag
NC[C@@H]1O[C@H](O[C@@H]2[C@@H](CO)OC(O[C@@H]3[C@@H](O)[C@H](N)C[C@H](N)[C@H]3OC3O[C@H](CN)[C@@H](O)[C@H](O)[C@H]3N)[C@@H]2O)[C@H](N)[C@@H](O)[C@@H]1O (some centres undefined)	/	-2&-4	-10&-4
CCc1nn(C)c(CC)c1S(N)(=O)=O	-18	-8	-8
C=CCn1c(SCCCC)nc(O)cc1=O	/	-6	-2
CC(C)(C)c1ccc(C(=O)Nc2nnc(SCc3cccc(Cl)c3F)s2)cc1	-4	-2	-2
CCOC(=O)C1=C(C)N(CC)C(=S)NC1c1cccc(NC(=O)c2cccc(C(F)(F)F)c2)c1 (centres undefined)	-1	4	4
COc1cc(C)ccc1Oc1cc(N2CCN(C(=O)C(C)(C)CCl)C(C)C2)ncn1 (centres undefined)	-4	-5	10
O=C(c1cc2ccccc2oc1=O)n1cc(Br)cn1	-4	-5	12
CCCOc1cccn2c(N(C=O)Cc3ccc(OC)cc3)c(CC)nc12	-3	-6	0
CCOC(=O)N1CCN(C(=O)CC(c2cccc(OC)c2)c2c[nH]c3ccccc23)CC1 (centres undefined)	-6	-2	6
O=C(CSc1nnnn1-c1ccccc1)Nc1cccc(Cl)c1	-8	-3	6

Next part.
smiles	mcGAS lum	hcGAS inh	NPYLR7 ag
COc1ccc(CC(=O)NCCNc2cc(-n3ccnc3C)nc(C)n2)cc1	-9	-3	-12
COc1ccc(-c2csc(-n3[nH]c(C)c(N=Nc4ccc(S(N)(=O)=O)cc4)c3=O)n2)cc1	-6	-7	16
Cn1cnnc1SCc1noc(C(C)(C)C)n1	/	-10	9
CCOC(=O)C1CCN(C(c2ccco2)C2Sc3ncnn3C2=O)CC1 (centres undefined)	-9	-7	2

An excerpt from further up:
smiles	mcGAS lum	hcGAS inh	NPYLR7 ag
CCOC(=O)N1CCN(C(=O)CC(c2cccc(OC)c2)c2c[nH]c3ccccc23)CC1 (centres undefined)	-6	-2	6
O=C(CSc1nnnn1-c1ccccc1)Nc1cccc(Cl)c1	-8	-3	6
COc1ccc(CC(=O)NCCNc2cc(-n3ccnc3C)nc(C)n2)cc1	-9	-3	-12
